High-throughput results as filed in PubChem.
EphA4 KYL inhibition: inhibitors of EphA4 binding to KYL peptide, primary screen, biochemical, colorimetric, mouse EphA4 (AID 689) | EphA4-AP binding to KYL peptide, pNPP A405; higher % means a stronger effect | inhibition, % at 10 µM, or IC50 in µM where a hit was titrated | hit rate 0.1% among 62,000; in the data active = a potency from the dose series; inactive = the rest, 99 in 100 with inhibition below about 22%
Active calls of the source: *.

Preview, 2 compounds:
SMILES	EphA4 KYL inhibition
COc1cc(NC(=O)c2cc(C3CC3)on2)c(OC)cc1Cl	-6%
COC(=O)c1ccccc1NC(=O)/C=C/c1ccccc1Cl	3%

The listing, from the first entry:
SMILES	EphA4 KYL inhibition
COc1cc(NC(=O)c2cc(C3CC3)on2)c(OC)cc1Cl	-6%
COC(=O)c1ccccc1NC(=O)/C=C/c1ccccc1Cl	3%
COc1cc(C(=O)NCCCCCC(=O)O)cc(OC)c1OC	1%
COc1ccc(Sc2ccc(NC(=O)c3ccccc3Cl)cc2C#N)cc1	2%

Taken from above:
`COC(=O)c1ccccc1NC(=O)/C=C/c1ccccc1Cl` @ EphA4 KYL inhibition: 3%
`COc1cc(NC(=O)c2cc(C3CC3)on2)c(OC)cc1Cl` @ EphA4 KYL inhibition: -6%

These rows are one share of the data, so the mix of outcomes need not match the whole.
